# GPR55 activation – GPR55 agonists via beta-arrestin recruitment, primary screen, imaging, U2OS cells, beta-arrestin-GFP redistribution (AID 1961). G-protein coupled receptor 55 (Homo sapiens). U2OS GPR55 beta-arrestin-GFP redistribution imaging; higher % means a stronger effect. activation, % at 10 µM, or EC50 in µM where a hit was titrated. hit rate 0.048% among 290,000;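 active means activation above 40% with more than 50 cells counted in the well; inconclusive means wells holding fewer than 50 cells, flagged as toxic or sparse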;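 further: U2OS osteosarcoma cells stably expressing GPR55 and beta-arrestin-GFP; plate controls were DMSO negative control for no effect and LPI positive control for full effect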
# KOR beta-arrestin-1 – KOR antagonists, beta-arrestin recruitment, cell-based, luminescence, uHTS (AID 1778). Kappa-type opioid receptor (Homo sapiens). KOR beta-arrestin recruitment, luminescence, antagonist mode; higher % means a stronger effect. one-dose inhibition, % at 10 µM; IC50 in µM for titrated hits. hit rate 0.091% among 290,000; further: strong numbers were not always called active
# Dynein transport – inhibitors of GR-EGFP nuclear translocation, primary screen, dynein cargo transport inhibitor project, imaging, high-content, 3617.4 mouse cells; AID 1381, 2008; hit rate 0.47% among 220,000; z-score, hits read low; test concentration mostly 20 µM; stimulated with dexamethasone, 1 µM; hits give low values;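 active means plate z-score of nuclear minus cytoplasmic receptor signal below a set negative limit, without overly bright fluorescence or cell loss, cut at about -3.5 in these data, passing the limit was not always enough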;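 further: z-score of nuclear minus cytoplasmic ring GR-EGFP intensity difference per well; some compounds called inactive have numbers as strong as hits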
#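 Buffer or medium – tet-free medium with charcoal-stripped serum · Signal – automated 10x imaging of fixed Hoechst-stained cells · Also added – dexamethasone agonist, 1.0 µM final, for 30 min · Incubation – induction 48 h, compound 1 h, agonist 30 min · Read-out – GR-EGFP nuclear translocation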
# P. falciparum M1AAP – P. falciparum M1AAP inhibitors, biochemical, fluorogenic H-Leu-NHMec substrate, 1536-well (AID 1445); Aminopeptidase N (Plasmodium falciparum (isolate 3D7)); recombinant M1AAP, H-Leu-NHMec fluorogenic kinetic assay; higher % means a stronger effect; one-dose inhibition, % at 30 µM; IC50 in µM for titrated hits; hit rate 0.42% among 220,000;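 active means primary inhibition above the hit cutoff, then over 50% inhibition at one or more dose response concentrations, cut at about 23% in these data, passing the limit was not always enough; inconclusive means conflicting primary data, or primary hits not chosen for dose response; inactive means low primary inhibition, or under 50% at every dose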;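 further: plate controls were DMSO full reaction for no effect and no enzyme background for full effect; strong numbers were not always called active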
# NOD2 inhibition – NOD2 signaling inhibitors, cell-based, luminescence, uHTS, HEK293 (AID 1566). HEK293 NOD2/NF-kB luciferase reporter, luminescence; higher % means a stronger effect. one-dose inhibition, % at 4 µM; EC50 in µM for titrated hits. hit rate 0.63% among 290,000; further: many of its hits are not listed in these tables
# M17LAP inhibition – P. falciparum M17LAP inhibitors, primary screen, biochemical, fluorogenic H-Leu-NHMec substrate, 1536-well (AID 1619); Leucine aminopeptidase (Plasmodium falciparum (isolate 3D7)); recombinant M17LAP, H-Leu-NHMec fluorogenic kinetic assay; higher % means a stronger effect; one-dose inhibition, % at 30 µM; IC50 in µM for titrated hits; hit rate 0.38% among 220,000;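 active means compound inhibiting the enzyme by more than half at any dose during confirmatory dose-response retesting; inconclusive means strong single-dose inhibitors picked by rank but not retested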;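 further: plate controls were full reaction with DMSO carrier for no effect and no enzyme background for full effect; strong numbers were not always called active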
# NOD1 NF-kB reporter – NOD1 signaling inhibitors, primary screen, cell-based, luminescence, uHTS (AID 1578). NOD1-driven NF-kB luciferase reporter cells, luminescence; higher % means a stronger effect. inhibition, % at 4 µM; hits with a dose series show EC50 in µM. hit rate 1% among 290,000; in the data active means inhibition mostly above about 36%, no sharp cut-off; inactive means mostly below about 34%;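 further: HEK-293T reporter cells stimulated with the NOD1 agonist gamma-tri-DAP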
# AID2073 – inhibitors of Mint1-CaV2.2 protein interaction, biochemical, HTRF (AID 2073); HTRF protein-protein interaction, Mint1-CaV2.2; higher % means a stronger effect; inhibition, % at 20 µM; hits with a dose series show IC50 in µM; hit rate 0.19% among 290,000; Voltage-dependent N-type calcium channel subunit alpha-1B (Homo sapiens); in the data active means inhibition mostly above about 51%, no sharp cut-off; inconclusive means no clear call, values can overlap the other calls; inactive means mostly below about 53%; further: some results filed as inactive read as strong as hits
# KOR beta-arrestin-2 – KOR agonists, beta-arrestin recruitment, primary screen, cell-based, luminescence, uHTS (AID 1777) | Kappa-type opioid receptor (Homo sapiens) | KOR beta-arrestin recruitment, luminescence; higher % means a stronger effect | hit rate 0.02% among 280,000 | activation, % at 10 µM; hits with a dose series show EC50 in µM; in the data active means activation above about 50%, passing the limit was not always enough; further: a part of the inactive calls stands beside numbers as strong as those of hits
# Dynein transport cytoplasmic EGFP – also measured in Dynein transport; calls as there; z-score; measured here: cytoplasmic GR-EGFP intensity; hits give high values
# Dynein transport nuclear GR-EGFP – further read-out of Dynein transport, marked with its call; z-score; measured here: nuclear GR-EGFP intensity;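 lower value marks the stronger effect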
# Dynein transport cell count – further read-out of Dynein transport, marked with its call; z-score; measured here: cell count per field
# The depositor's hits bear a star; ? = inconclusive; nt = not tested or not shown; [ ] = another dose, or the depositor's remark. Unless noted, no stated cut-off is given here; in the data, active means inhibition above about 50%; inactive means the rest.
SMILES,GPR55 activation,KOR beta-arrestin-1,Dynein transport,Dynein transport cytoplasmic EGFP,Dynein transport nuclear GR-EGFP,Dynein transport cell count,P. falciparum M1AAP,NOD2 inhibition,M17LAP inhibition,NOD1 NF-kB reporter,AID2073,KOR beta-arrestin-2
O=C(Cn1cnc2c(nnn2Cc2ccccc2)c1=O)N1CCN(c2ccccc2)CC1,-0.1%,-8%,0.82,-0.05,0.58,-1.1,5%,6%,8%,-20%,-1%,0.2%
O=C(NC1CCCCCC1)c1ccc(CS(=O)Cc2ccccc2Cl)o1 (centres undefined),-0.1%,16%,nt,nt,nt,nt,nt,10%,nt,-34%,2%,0.0%
CCCCC/C(=N\NC(=O)CCC(=O)NCc1ccccc1)c1ccccc1,-0.5%,10%,-0.14,-0.3,-0.45,0.52,3%,-10%,15%,-23%,5%,2.1%
COC(C[C@@H]1O[C@@H]1C(=O)COCc1ccccc1)OC,-0.1%,3%,2.5,-0.69,1.3,-1.2,0%,3%,10%,0%,?,0.9%
O=C(/C=C/c1ccccc1)C1=C(O)C(=O)N(CCO)C1c1ccc2c(c1)OCO2 (centres undefined),-0.1%,3%,0.94,-0.092,0.29,0.56,11%,12%,24%,-33%,-2%,3.8%
CC(C)(C)NC(=O)C(Cc1ccccc1)N1C(=O)c2ccccc2C1=O (centres undefined),0.3%,17%,nt,nt,nt,nt,nt,35%,nt,-12%,19%,4.6%
CCn1c(C)cc(/C=C2\NC(=O)N(Cc3ccccc3)C2=O)c1C,-0.1%,-48%,-1.3,-0.26,-0.51,0.44,-1%,-9%,-7%,-4%,-12%,-6.2%
COc1ccccc1NC(=O)Cn1nc(-c2ccc(Cl)cc2)c2ccccc2c1=O,0.2%,-61%,0.36,-0.18,0.51,-0.28,7%,-7%,0%,-13%,12%,-1.3%
Cc1nc(Nc2ccc(S(=O)(=O)N3CCCC3)cc2)c2nnn(Cc3ccccc3)c2n1,-0.3%,-56%,0.27,-0.014,0.34,-0.91,6%,21%,1%,34%,8%,18%
CCOc1ccccc1CN1CCN(C2CCOCC2)CC1CCO (centres undefined),-0.1%,-8%[20 µM],1.2,-0.14,1.3,-1.6,nt,-6%,nt,-32%,1%,nt
O=C(CSc1ccc2nnc(-c3cccnc3)n2n1)NCC1CCCO1 (centres undefined),0.0%,-12%,-0.36,-0.25,0.061,1,-11%,12%,-10%,-3%,23%,-4.7%
CCOc1ccc(C(=O)NC(C)(C)CC)cc1,-0.1%,-8%[20 µM],-0.28,-0.29,0.42,-0.098,-2%,5%,-1%,-12%,2%,-1.9%
Cc1ccc(C(=O)Oc2ccc(N3C(=O)CCC3=O)c(C)c2)cc1,-0.1%,5%[20 µM],-0.49,-0.17,0.092,1.2,5%,-2%,-2%,-22%,2%,-4.1%
Cc1ccc[n+](CC(=O)c2ccc(Br)cc2)c1,-0.1%,-50%[20 µM],nt,nt,nt,nt,nt,15%,nt,8%,7%,0.5%
O=C(NC1CC1)C1=C[C@@H](c2ccccc2)C[C@@H](OCCCCO)O1,-0.2%,-6%,-0.99,-0.12,-0.22,0.52,5%,13%,0%,-16%,6%,-1.7%
CN(C1CCCCC1)S(=O)(=O)c1cccc(C#N)c1,-0.1%,0%,0.24,-0.18,0.12,-0.96,0%,-2%,5%,-20%,26%,-3.1%
CC(=O)Nc1ccc(Nc2ncnc3c2cnn3-c2ccccc2)cc1,-0.2%,23%,0.12,0.7,0.25,-0.31,7%,-16%,-6%,6%,1%,-1.0%
CCOc1ccc(C(C)NC(=S)NCc2ccc(Cl)cc2)cc1 (centres undefined),-0.2%,12%,0.016,-0.28,0.15,-0.012,0%,-31%,5%,34%,-8%,-0.6%
Cc1cc[n+](-c2[nH]c(=O)sc2/C=N/N=C(\[O-])c2ccncc2)cc1C,-0.2%,-28%,nt,nt,nt,nt,nt,-16%,nt,-21%,-7%,-2.2%
CCCCn1c(SCc2cc(=O)[nH]c3ccccc23)nc2c1c(=O)n(C)c(=O)n2C,-0.1%,13%,-0.44,-0.15,-0.0052,0.78,9%,10%,-9%,-19%,-14%,nt
COC(=O)C1=C(C)N(Cc2ccc(C)cc2)C(=O)/C1=C\c1ccc(O)c(OC)c1,-0.1%,11%,-2.1,-0.018,-1.3,0.28,14%,-8%,17%,-15%,-63%,-2.1%
Cc1ccc(C(=O)c2c(C)oc3c2C(=O)C(=O)c2ccccc2-3)cc1,-0.1%,-119%,-1.8,0.00013,-1.5,-0.028,13%,-130%,-6%,36%,2%,-0.3%
COc1cc(C(=O)NC(=S)Nc2ccccc2[N+](=O)[O-])cc(OC)c1OC,0.2%,19%,-1,-0.31,-0.33,0.64,8%,23%,-1%,-12%,-3%,-4.8%
Oc1c(Br)cc(Br)cc1C=NCc1ccccc1,1.5%,-2%,0.06,-0.11,0.022,-0.029,-1%,4%,6%,-5%,18%,-3.0%
COc1ccc(N/C=C/C(=O)c2ccc(Cl)cc2)cc1,-0.8%,2%,2.6,-0.24,1.1,-1,2%,-150%,-13%,-69%,15%,1.7%
# New compounds follow:
SMILES,GPR55 activation,KOR beta-arrestin-1,Dynein transport,Dynein transport cytoplasmic EGFP,Dynein transport nuclear GR-EGFP,Dynein transport cell count,P. falciparum M1AAP,NOD2 inhibition,M17LAP inhibition,NOD1 NF-kB reporter,AID2073,KOR beta-arrestin-2
CCN(CC)C(=O)CCSc1nnc(-c2ccco2)o1,-0.3%,-7%,-0.75,-0.15,-0.43,-0.83,5%,6%,-1%,-23%,4%,1.1%
Nc1nc(Br)c2c(F)cccc2c1-c1ccc(Cl)cc1,0.8%,-48%,-0.046,-0.21,-0.51,0.35,7%,31%,-2%,6%,5%,4.2%
COc1ccccc1-n1cnc2cc(NCc3ccccc3O)ccc21,1.5µM*,-9%,1.3,-0.2,0.57,-0.62,1%,-6%,4%,6%,8%,3.9%
COc1cc(S(=O)(=O)N2CCN(c3ccccc3F)CC2)ccc1Cl,0.3%,2%,0.089,-0.22,0.42,0.73,5%,6%,-4%,5%,1%,-1.9%
COc1ccc(N(CC(=O)NC2CCCCC2)C(=O)CNC(=O)c2ccco2)cc1OC,0.8%,-7%,-0.4,-0.26,-0.64,0.69,1%,13%,-1%,-20%,6%,-5.4%
COc1ccc(S(=O)(=O)CCC(=O)O)cc1,-0.3%,18%,0.018,-0.23,0.19,-0.41,3%,3%,10%,-4%,-6%,-3.3%
Cc1cc(C)cc(N(C(=O)c2csnn2)C(C(=O)NC(C)(C)C)c2ccccn2)c1 (centres undefined),0.2%,-6%[20 µM],-0.16,0.17,0.2,0.079,4%,-1%,3%,-18%,8%,-5.6%
CNc1nnc(C(F)(F)F)s1,-0.2%,-14%,1.9,-0.082,1.8,-2.5,4%,13%,11%,-7%,12%,7.0%
COC(=O)/C(=N/Nc1ccc(C)cc1)N1CCCc2ccccc21,-0.5%,32%,-0.36,-0.27,-0.14,1.1,3%,-2%,3%,-19%,-7%,-4.5%
O=C(CSc1nnc(CCCO)n1-c1ccccc1)NCCc1ccccc1,0.2%,-45%,0.14,-0.25,-0.14,0.43,-10%,6%,-2%,-8%,30%,0.6%
CC1CN(C)C(C)c2c1oc1ccc(N)cc21 (centres undefined),-0.1%,-6%[20 µM],0.39,-0.34,0.42,0.95,-4%,2%,2%,-34%,-5%,nt
COc1ccc(N(C(=O)c2ccncc2)S(=O)(=O)c2cccc([N+](=O)[O-])c2)cc1,0.3%,14%,nt,nt,nt,nt,nt,6%,nt,-22%,-9%,-1.5%
COC(=O)CCn1nnc(-c2cccs2)n1,-0.1%,32%,-0.73,-0.24,-1,0.049,1%,7%,0%,-19%,-2%,-2.1%
Cc1ccc(C(C)NC(=O)c2c(-c3ccccc3)noc2C)cc1C (centres undefined),0.0%,6%,nt,nt,nt,nt,nt,2%,nt,-15%,-3%,-1.3%
CCc1nnc(NC(=O)CC(C)c2ccccc2)s1 (centres undefined),0.4%,11%[20 µM],nt,nt,nt,nt,nt,-6%,nt,-46%,-2%,-1.2%
O=C1c2ccccc2C(=O)N1CC1=NCCc2ccccc21,-0.2%,36%,-0.26,-0.19,0.77,-0.37,8%,-2%,13%,-40%,2%,-3.4%
Cc1occc1C(=O)N(Cc1nc(-c2ccccc2)no1)C(C)C,0.1%,-35%,nt,nt,nt,nt,nt,6%,nt,-10%,6%,7.5%
COc1ccc(OCc2cc(C(=O)N3CCN(CC(=O)N(C)C)CC3)no2)c(Cl)c1,-0.3%,-23%,nt,nt,nt,nt,nt,-2%,nt,-24%,3%,-2.4%
CCOC(=O)c1ccc(N2C(=O)C=CC2=O)cc1,-0.2%,-19%,0.03,0.074,0.21,0.42,1%,1%,0%,81%*,6µM*,nt
C=C1C(C(=O)Nc2ccc(F)cc2)C1C(=O)Nc1ccc(F)cc1 (centres undefined),0.6%,-23%,-0.069,-0.25,-0.39,-0.16,0%,6%,3%,3%,18%,1.0%
Cc1cccc(-n2c(C)cc(C=C(C#N)C#N)c2C)c1,-0.6%,-5%,1.3,-0.29,0.33,-0.36,0%,10%,-18%,-7%,13%,2.9%
CC(NC(=O)Cc1ccc(F)cc1)C(c1cccs1)N1CCN(C)CC1 (centres undefined),0.1%,11%,-0.21,-0.27,0.2,0.76,0%,0%,15%,-9%,8%,9.4%
CC1CCN(c2cc(N)c(Cl)cc2[N+](=O)[O-])CC1,0.0%,-1%,-1,-0.23,-0.52,0.64,8%,-17%,7%,-38%,0%,1.9%
CCN(CC)S(=O)(=O)c1ccc2c(c1)c(=O)c(C(=O)NCc1ccco1)cn2C,0.2%,5%,-0.22,-0.31,-0.41,0.12,9%,15%,4%,-32%,-3%,-3.8%

# Bioassay records as filed in PubChem BioAssay.

# Some of the compounds tested; the hit share may differ from the screen's.
